High-throughput results as filed in PubChem BioAssay.
IDE inh: inhibitors of human insulin-degrading enzyme in cells. 320,000 tested, 0.41% active. P14735. inhibition, % at 5.59 µM. HEK cells, FAbetaB cleavage, fluorescence polarization;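 active means percent inhibition above the average of all tested compounds plus 3 SD, set per screening campaign, cut at about 16% in these data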;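 further: IDE supplied by intact live HEK cells; FP after avidin binding of uncleaved biotin substrate so inhibition keeps polarization high; 0% = DMSO wells and 100% = 60 µM reference IDE inhibitor Ii1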
pCIP destab: compounds decreasing mouse p/CIP protein stability; 290,000 tested, 0.01% active; AID 1984; decrease of EGFP signal, % at 10 µM; Q05BA5; F442A p/CIP-EGFP cells, EGFP fluorescence, 16 h;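 active means EGFP signal decrease of at least 30% at 10 µM or well 3 SD below plate mean, unless failing retest; inactive means the rest, including hits failing retest or dose response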; further: some compounds called inactive have numbers as strong as hits; many of its hits are not listed in these tables
IDE act: activators of human insulin-degrading enzyme in cells; P14735; HEK cells, FAbeta-B cleavage, fluorescence polarization; 0% vehicle, 100% cell-free pure enzyme wells; activation, % at 5.96 µM; 340,000 tested, 0.073% active; AID 493087;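 active means activation above the mean of all tested compounds plus 3 SD, set per screening campaign, cut at about 17% in these data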
PHOSPHO1 block: inhibitors of human PHOSPHO1 phosphatase. Q8TCT1. recombinant PHOSPHO1, absorbance phosphatase assay. inhibition, % at 13.3 µM. 290,000 tested, 1.1% active. AID 1565; in the data active means inhibition above about 60%
Target sequence (Q8TCT1 whole entry, looked up): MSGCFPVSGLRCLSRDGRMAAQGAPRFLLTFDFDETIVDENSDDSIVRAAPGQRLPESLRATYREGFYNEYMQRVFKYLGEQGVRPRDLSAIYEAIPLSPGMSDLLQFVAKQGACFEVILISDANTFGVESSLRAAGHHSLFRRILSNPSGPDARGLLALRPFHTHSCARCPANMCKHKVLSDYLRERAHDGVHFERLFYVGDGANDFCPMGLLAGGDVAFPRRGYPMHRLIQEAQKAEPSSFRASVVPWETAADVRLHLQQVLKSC
CRFBP-R2 block: blocks CRF-induced signaling of the CRF-BP/CRF-R2 complex. HEK293 CRF-R2/CRF-BP, CRF-induced calcium fluorescence. inhibition, % at 11.8 µM. 350,000 tested, 0.59% active;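 active means inhibition of the ligand-induced calcium signal above about 50% at the single tested concentration, limit read from the data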
CRFR2-BP ag: agonists of human CRF-binding protein/CRF-R2 receptor complex. activation, % at 13.2 µM. HEK293 CRF-R2/CRF-BP, calcium dye fluorescence (FLIPR); percent of saturating CRF peptide response. AID 588473. 350,000 tested, 0.46% active;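 active means activation of at least 50%, plus an integration ratio under a set limit after plate pattern correction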;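 further: plate controls were neutral control wells without compound for no effect and CRF at EC100 for full effect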
MEKK3 PB1 HTS: MEKK3-MEK5 PB1 interaction, increase or decrease; binding response (% of control), % at 10 µM; bead-based flow cytometry, Alexa488-MEK5 binding to MEKK3; actives lie on both sides; 0 = blocked by unlabeled MEK5, 100 = vehicle; Q99759; 290,000 tested, 1.4% active;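 active means binding response more than 3 SD above or below the average of its plate-row segment, actives on both sides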;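 further: Alexa488 bead fluorescence after subtracting the streptavidin-only scavenger bead signal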
CHRM4 PAM: positive allosteric modulators of human muscarinic M4 receptor; activation, % at 3 µM; CHO-K1 hM4/Gqi5, Fluo-8 calcium fluorescence, ACh EC20; 0% = ACh EC20, 100% = maximal ACh; P08173; 360,000 tested, 0.4% active;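 active means activation above its plate's cutoff, the mean activation of sample wells plus 3 SD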; further: some results filed as inactive read as strong as hits
Target sequence (P08173 whole entry, looked up): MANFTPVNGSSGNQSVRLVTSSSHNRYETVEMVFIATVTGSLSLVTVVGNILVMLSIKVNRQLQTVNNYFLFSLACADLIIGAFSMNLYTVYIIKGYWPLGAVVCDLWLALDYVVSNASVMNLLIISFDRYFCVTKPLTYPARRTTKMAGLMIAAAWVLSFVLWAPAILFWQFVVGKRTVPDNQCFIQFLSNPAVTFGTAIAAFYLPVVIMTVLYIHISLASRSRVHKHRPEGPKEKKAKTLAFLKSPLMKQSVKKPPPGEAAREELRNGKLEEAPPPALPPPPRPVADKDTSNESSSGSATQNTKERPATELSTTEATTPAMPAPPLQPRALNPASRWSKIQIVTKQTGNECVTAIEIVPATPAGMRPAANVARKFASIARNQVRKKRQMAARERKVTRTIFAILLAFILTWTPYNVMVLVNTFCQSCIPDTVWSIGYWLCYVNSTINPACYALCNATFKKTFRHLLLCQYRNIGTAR
GalR3 antag: antagonists of human GalR3; HEK293 GalR3-CNG cAMP membrane potential fluorescence; galR3 body fused to GalR1 C-terminus; 360,000 tested, 0.44% active; inhibition, % at 3 µM;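 active means inhibition above the screen-wide average plus 3 SD, cut at about 13% in these data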;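 further: forskolin and galanin both at EC90 stimulate the cells; cAMP rise reported by CNG channel membrane potential dye signal; 0% = forskolin plus galanin with DMSO and 100% = forskolin alone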
Target sequence (O60755 1-299 limits assumed): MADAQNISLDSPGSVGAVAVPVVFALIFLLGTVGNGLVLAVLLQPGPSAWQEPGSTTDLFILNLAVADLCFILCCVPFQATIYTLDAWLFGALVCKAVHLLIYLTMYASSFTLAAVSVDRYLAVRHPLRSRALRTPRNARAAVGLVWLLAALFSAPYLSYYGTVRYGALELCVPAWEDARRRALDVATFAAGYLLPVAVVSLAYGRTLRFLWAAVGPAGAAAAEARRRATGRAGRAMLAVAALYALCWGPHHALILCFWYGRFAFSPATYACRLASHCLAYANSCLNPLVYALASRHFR
* hit, by the source's call; [ ] = dose if it differs, or a comment. Outcome played no part in choosing rows. Share with any hit: about 4.2%.

Screening COC(=O)c1c(NC(=O)c2ccccc2)sc2c1CC(C)(C)OC2 returned IDE inh 0.5, pCIP destab -1.8, IDE act 3.8, PHOSPHO1 block 1.7, CRFBP-R2 block -60.0, CRFR2-BP ag -3.2, MEKK3 PB1 HTS 105.0, CHRM4 PAM 4.2 and GalR3 antag -2.0.
Screening CCCCCOc1ccc(/C(C)=N/NC2=NCCN2)cc1 returned IDE inh 5.2, pCIP destab 1.9, IDE act 4.5, PHOSPHO1 block 9.2, CRFBP-R2 block -16.5, CRFR2-BP ag 6.0, MEKK3 PB1 HTS 106.0, CHRM4 PAM 4.3 and GalR3 antag -9.6.
Cn1nc(OC(=O)Nc2cccc(Cl)c2)cc1C(F)(F)F was read as IDE inh 7.1, pCIP destab 1.7, IDE act 2.1, PHOSPHO1 block 11.6, CRFBP-R2 block 6.8, CRFR2-BP ag -0.6, MEKK3 PB1 HTS 103.0, CHRM4 PAM 1.0 and GalR3 antag -2.3.
For C=CCN1C(=O)C(O)(CC(=O)c2ccccc2)c2ccccc21 (configuration not stated) the results were IDE inh 1.7, pCIP destab -4.7, IDE act -3.7, PHOSPHO1 block 1.7, CRFBP-R2 block -7.8, CRFR2-BP ag 0.7, MEKK3 PB1 HTS 101.0, CHRM4 PAM 10.3 and GalR3 antag 0.9.
For Cc1csc(C(=O)O)c1NC(=O)c1c(Cl)cccc1Cl the results were IDE inh 0.3, pCIP destab -10.7, IDE act -0.9, PHOSPHO1 block 46.3, CRFBP-R2 block -1.7, CRFR2-BP ag -1.4, MEKK3 PB1 HTS 102.0, CHRM4 PAM 0.8 and GalR3 antag -10.3.
COc1ccccc1CN1Cc2cccc3c2[C@@H](CC1=O)[C@H](O)[C@H](O)C3 was read as IDE inh 0.3, IDE act 1.7, CRFBP-R2 block -1.7, CRFR2-BP ag -1.2, CHRM4 PAM 2.4 and GalR3 antag -0.8.
For O=C(Nc1ccc(-c2ccc3nncn3n2)cc1)c1ccc(Br)o1 the results were IDE inh 4.0, pCIP destab 0.2, IDE act 8.4, PHOSPHO1 block 19.2, CRFBP-R2 block -45.3, CRFR2-BP ag -0.7, MEKK3 PB1 HTS 110.0, CHRM4 PAM -2.8 and GalR3 antag -4.6.
Screening CCCc1c(C(=O)N/N=C/c2cccc(OCc3ccc(F)cc3)c2)nnn1-c1nonc1N returned IDE inh 8.6, pCIP destab 5.7, IDE act 0.1, PHOSPHO1 block 34.4, CRFBP-R2 block -14.3, CRFR2-BP ag 10.5, MEKK3 PB1 HTS 103.0, CHRM4 PAM 3.1 and GalR3 antag 1.4.
For COc1cccc(CNC(=O)CCn2c(=O)oc3ccccc32)c1 the results were IDE inh 9.1, pCIP destab -6.2, IDE act -0.3, PHOSPHO1 block -10.9, CRFBP-R2 block 10.6, CRFR2-BP ag -1.6, MEKK3 PB1 HTS 104.0, CHRM4 PAM 6.5 and GalR3 antag -3.9.
Screening O=C(CSCC(=O)N1CCCCC1)Nc1nc(-c2ccc(Cl)s2)cs1 returned IDE inh 1.9, pCIP destab -18.5, IDE act -10.6, PHOSPHO1 block 8.6, CRFBP-R2 block -44.5, CRFR2-BP ag 33.7, MEKK3 PB1 HTS 99.0 and CHRM4 PAM -11.2.
`COCCCNC(=S)N1CCCC(c2nc3cc(C)c(C)cc3[nH]2)C1` (configuration not stated) gave IDE inh 0.2, pCIP destab -14.1, IDE act 0.4, PHOSPHO1 block -113.4, CRFBP-R2 block -14.3, CRFR2-BP ag -1.8, MEKK3 PB1 HTS 102.0, CHRM4 PAM -2.0 and GalR3 antag -3.9.
COCCNC(=O)Nc1ccc2nc(-c3ccco3)c(-c3ccco3)nc2c1 was read as IDE inh -10.9, pCIP destab -13.9, IDE act -10.8, PHOSPHO1 block 36.7, CRFBP-R2 block -7.1, CRFR2-BP ag 7.2, MEKK3 PB1 HTS 92.0, CHRM4 PAM 0.7 and GalR3 antag 7.3.
For Cc1ccccc1Nc1nc(N)nc(CSc2nnc3ccccn23)n1 the results were IDE inh 13.3, pCIP destab 1.0, IDE act 7.8, PHOSPHO1 block -1.7, CRFBP-R2 block -9.7, CRFR2-BP ag -2.0, MEKK3 PB1 HTS 101.0, CHRM4 PAM 8.4 and GalR3 antag -4.2.
Cc1n[nH]c(=O)nc1NC1CCCCC1 was read as IDE inh 6.2, pCIP destab -7.3, IDE act 6.2, PHOSPHO1 block 4.6, CRFBP-R2 block -11.8, CRFR2-BP ag 1.1, MEKK3 PB1 HTS 95.0, CHRM4 PAM 17.4 and GalR3 antag 0.4.
`Cc1nc(Nc2ccc(S(N)(=O)=O)cc2)sc1C(=O)Nc1ccccc1` gave IDE inh -4.1, pCIP destab 2.7, IDE act 10.0, PHOSPHO1 block 26.7, CRFBP-R2 block -16.6, CRFR2-BP ag -1.9, MEKK3 PB1 HTS 90.0, CHRM4 PAM 3.7 and GalR3 antag -3.3.
COc1ccc(OC)c(C2NC(=O)NC(C)=C2C(=O)Nc2ccc(C)cc2)c1 (configuration not stated) was read as IDE inh 4.2, pCIP destab -12.9, IDE act 6.9, PHOSPHO1 block -9.6, CRFBP-R2 block -1.0, CRFR2-BP ag 0.1, MEKK3 PB1 HTS 100.0, CHRM4 PAM -0.9 and GalR3 antag -4.8.
For c1ccc(-c2csc(-n3cnnn3)n2)cc1 the results were IDE inh 11.2, pCIP destab -14.3, IDE act -5.8, PHOSPHO1 block -1.6, CRFBP-R2 block 22.5, CRFR2-BP ag -1.8, MEKK3 PB1 HTS 99.0, CHRM4 PAM 2.9 and GalR3 antag -3.2.
O=c1[nH]cnc2c1oc1ccccc12 was read as IDE inh -3.6, pCIP destab -15.7, IDE act -0.1, PHOSPHO1 block -19.7, CRFBP-R2 block -10.7, CRFR2-BP ag 0.9, MEKK3 PB1 HTS 94.0, CHRM4 PAM 1.8 and GalR3 antag -1.8.
`O=C(COc1ccc(Cl)cc1)Nc1ccc2c(c1)CCC2` gave IDE inh 4.1, pCIP destab 0.0, IDE act 5.1, PHOSPHO1 block -20.9, CRFBP-R2 block -23.0, CRFR2-BP ag 0.7, MEKK3 PB1 HTS 75.0*[inhibitor], CHRM4 PAM 0.5 and GalR3 antag -2.8.
`CCOCCCNC(=O)C(NC(=O)c1ccc(=O)[nH]c1)c1ccccc1` (configuration not stated) gave IDE inh -5.7, pCIP destab 1.3, IDE act 9.4, PHOSPHO1 block 13.8, CRFBP-R2 block -11.1, CRFR2-BP ag -1.9, MEKK3 PB1 HTS 101.0, CHRM4 PAM 3.6 and GalR3 antag 0.6.
For Cc1cc(C)cc(N2C(=O)CC(c3ccccc3)CC2=O)c1 the results were IDE inh 2.3, IDE act 5.1, CRFBP-R2 block -6.5, CRFR2-BP ag -0.3, CHRM4 PAM 8.3 and GalR3 antag -4.1.
`CC[C@@]12C(=O)N(c3cccc(F)c3)C(=O)N1[C@H](c1ccc(Br)cc1)[C@@H]1C(=O)N(C(C)(C)C)C(=O)[C@@H]12` gave IDE inh 4.1, IDE act 6.1, CRFBP-R2 block -11.3, CRFR2-BP ag 0.9, CHRM4 PAM 11.3 and GalR3 antag -5.9.
`CC(=O)N1c2ccc(S(=O)(=O)N3CCCC(C(=O)Nc4cccc(Cl)c4)C3)cc2CC1C` (configuration not stated) gave IDE inh 5.9, pCIP destab -10.5, IDE act 3.4, PHOSPHO1 block 3.9, CRFBP-R2 block 29.7, CRFR2-BP ag -1.1, MEKK3 PB1 HTS 102.0, CHRM4 PAM -4.3 and GalR3 antag -0.7.
For COc1ccc(CNCCCn2cnc3c(OCc4ccccc4)ncnc32)cc1 the results were IDE act 2.4, CRFBP-R2 block -17.7, CRFR2-BP ag 0.7, CHRM4 PAM -1.4 and GalR3 antag -8.0.
CC(C)c1ccc(OCC(O)CN2CCN(c3ccccn3)CC2)cc1 (configuration not stated) was read as IDE inh 7.5, pCIP destab -12.5, IDE act 4.2, PHOSPHO1 block 41.1, CRFBP-R2 block -5.0, CRFR2-BP ag -1.2, MEKK3 PB1 HTS 96.0, CHRM4 PAM -6.9 and GalR3 antag -11.7.
O=C(NCc1cccs1)c1cc(-c2ccc(O)cc2)on1 was read as IDE inh -3.5, pCIP destab -19.0, IDE act 3.8, PHOSPHO1 block 51.2, CRFBP-R2 block -25.8, CRFR2-BP ag 9.8, MEKK3 PB1 HTS 46.0*[inhibitor], CHRM4 PAM 8.1 and GalR3 antag -5.8.
COc1ccc(C(O)c2nc3ccccc3s2)cc1 (configuration not stated) was read as IDE inh 0.6, pCIP destab -3.6, PHOSPHO1 block 11.2 and MEKK3 PB1 HTS 100.0.
CC(=O)C1=C(C)N(CC2CC2)C(=O)N[C@H]1c1ccc(Br)cc1 was read as IDE inh -6.0, pCIP destab -8.4, IDE act 1.7, PHOSPHO1 block 8.4, CRFBP-R2 block 2.5, CRFR2-BP ag -2.6, MEKK3 PB1 HTS 105.0, CHRM4 PAM 5.4 and GalR3 antag -4.7.
For CCN(c1cccc(C)c1)S(=O)(=O)c1cnc[nH]1 the results were IDE inh 5.3, pCIP destab -6.9, IDE act 2.6, PHOSPHO1 block -6.3, CRFBP-R2 block 27.0, CRFR2-BP ag -1.5, MEKK3 PB1 HTS 99.0, CHRM4 PAM 3.6 and GalR3 antag 1.5.
For O=C(NCC(c1ccco1)N1CCN(c2ccccc2)CC1)C(=O)NC1CCCC1 (configuration not stated) the results were IDE inh -2.2, IDE act 3.4, CRFBP-R2 block 2.5, CRFR2-BP ag 0.0, CHRM4 PAM 11.6 and GalR3 antag 1.2.
COc1cc(OC)c(/C=N/NC(=O)c2ccncc2)cc1Br was read as IDE inh 0.5, pCIP destab -12.0, PHOSPHO1 block -7.7, CRFBP-R2 block -3.9, CRFR2-BP ag -0.6, MEKK3 PB1 HTS 102.0, CHRM4 PAM 5.2 and GalR3 antag 0.9.
COC(=O)COc1ccc(S(=O)(=O)Nc2ccc3c(c2)OCO3)cc1Cl was read as IDE inh 6.8, pCIP destab -6.5, IDE act 0.2, PHOSPHO1 block 48.3, CRFBP-R2 block -9.5, CRFR2-BP ag 2.4, MEKK3 PB1 HTS 96.0, CHRM4 PAM 4.2 and GalR3 antag -5.4.
`O=c1c(Cl)nc2cc(Cl)ccc2n1CCNc1ncc(C(F)(F)F)cc1Cl` gave IDE inh 4.4, pCIP destab -2.3, IDE act 0.2, PHOSPHO1 block -2.8, CRFBP-R2 block 12.6, CRFR2-BP ag 0.5, MEKK3 PB1 HTS 100.0 and CHRM4 PAM 19.5.
Screening Cc1ccc(NCc2nc3ccccc3n2C)cc1C returned IDE inh -1.6, pCIP destab 5.3, IDE act -0.5, PHOSPHO1 block 60.0*, CRFBP-R2 block -6.7, CRFR2-BP ag 6.4, MEKK3 PB1 HTS 93.0, CHRM4 PAM -1.9 and GalR3 antag 0.9.
Cn1cnc([N+](=O)[O-])c1Sc1ccncn1 was read as CRFBP-R2 block -16.1, CRFR2-BP ag -2.8, CHRM4 PAM -2.3 and GalR3 antag -3.4.
`O=C(CCN1CCCCC1)c1ccc2c(c1)OCCO2` gave IDE inh -3.1, pCIP destab 0.6, IDE act -4.7, PHOSPHO1 block 10.7, CRFBP-R2 block -8.3, CRFR2-BP ag 8.3, MEKK3 PB1 HTS 101.0, CHRM4 PAM 0.7 and GalR3 antag -6.6.
Screening CN1CCC(N(C)CC(C)(C)NS(=O)(=O)c2ccccc2)CC1 returned IDE inh -1.9, pCIP destab -10.2, IDE act 0.2, PHOSPHO1 block 40.3, CRFBP-R2 block 3.8, CRFR2-BP ag -0.7, MEKK3 PB1 HTS 108.0, CHRM4 PAM -10.6 and GalR3 antag -6.0.
